FN deposition inh: fibronectin deposition inhibition. AH1F fibroblasts, Alexa488-fibronectin deposition fluorescence, overnight. inhibition, % at 12.6 µM. hit rate 0.086% among 350,000;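 active means mean inhibition across replicates of 30% or more, regardless of how many single replicates reach that level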;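 further: positive control wells lacked labelled fibronectin entirely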
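Test system: AH1F fibroblast monolayer depositing Alexa488-labelled fibronectin into matrix. Input: 10000 cells per well. Technique: fluorescence, ex 485 nm, em 525 nm. Buffer or medium: DMEM plus 2% serum, read in PBS. Timing: 1 h cell adhesion before compound, then overnight fibronectin incubation. Compound: single dose, pinned. Read-out basis: inhibition from reduced deposited-fibronectin fluorescence.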
RAD54 branch: RAD54 (human) branch migration inhibition; RAD54 Holliday junction branch migration, FAM/BHQ fluorescence; inhibition, % at 10.4 µM; hit rate 0.14% among 360,000; AID 602329;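 active means mean normalized replicate activity at least 40 and at least half of replicates scoring 40 or more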;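 further: 0% = median of neutral control wells and 100% = median of positive control wells; inhibitors cause a drop in the FAM fluorescence signal; in these data hits start at about 50%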
Target sequence (Q92698 whole entry, looked up): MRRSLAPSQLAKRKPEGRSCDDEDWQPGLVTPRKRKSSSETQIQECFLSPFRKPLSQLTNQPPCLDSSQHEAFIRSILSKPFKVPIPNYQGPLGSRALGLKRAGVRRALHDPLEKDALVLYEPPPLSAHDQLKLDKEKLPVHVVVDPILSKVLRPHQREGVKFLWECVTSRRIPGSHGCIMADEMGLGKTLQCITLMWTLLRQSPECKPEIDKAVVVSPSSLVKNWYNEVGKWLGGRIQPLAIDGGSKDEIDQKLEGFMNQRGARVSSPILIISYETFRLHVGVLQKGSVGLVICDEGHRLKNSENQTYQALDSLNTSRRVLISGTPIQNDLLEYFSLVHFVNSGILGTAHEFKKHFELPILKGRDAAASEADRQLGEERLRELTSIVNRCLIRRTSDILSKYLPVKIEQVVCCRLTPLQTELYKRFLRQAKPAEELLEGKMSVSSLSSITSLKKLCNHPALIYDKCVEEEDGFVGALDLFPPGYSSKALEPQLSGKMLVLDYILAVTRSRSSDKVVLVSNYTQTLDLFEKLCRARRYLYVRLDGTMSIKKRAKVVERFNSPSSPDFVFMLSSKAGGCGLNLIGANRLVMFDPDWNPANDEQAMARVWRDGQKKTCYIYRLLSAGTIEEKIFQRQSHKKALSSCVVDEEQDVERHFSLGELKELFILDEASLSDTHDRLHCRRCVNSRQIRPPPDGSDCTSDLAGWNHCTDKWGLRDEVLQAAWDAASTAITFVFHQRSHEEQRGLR
esBAF inh: SWI/SNF esBAF complex inhibition | AID 602393 | mouse ES cells, Bmi1-luciferase knock-in reporter, 24 h; 100% = twice the neutral-well signal | reporter increase, % at 12.5 µM | hit rate 2% among 350,000; in the data active means activation above about 40%;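 further: 0% = median of the plate's neutral control wells and 100% = double that signal; a rise in the Bmi1 reporter signal indicates esBAF inhibition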
* = called active by the depositor. This is a subset, so the mix of outcomes need not match the whole.

SMILES | FN deposition inh | RAD54 branch | esBAF inh
O=C(/C=C/c1ccccc1)N/C(=C\c1ccco1)C(=O)NCCO | 2.8 | -8.2 | -12.1
CC(C)C(NC(=O)c1ccccc1)c1nnc(SCC(=O)Nc2nccs2)n1C (centres undefined) | 0.5 | 1.7 | -13.5
CC(C)C(=O)Nc1ccc(NC(=O)c2ccco2)cn1 | 6.8 | -9.6 | 12.6
Nc1nnc(SC2CC(=O)N(c3ccccc3)C2=O)s1 (centres undefined) | -33.1 | 2.2 | -5.6
Cc1ccc(Nc2nnc(SCC(=O)Nc3ccc(S(=O)(=O)N4CCOCC4)cc3)s2)cc1 | -3.5 | 2.6 | 22.0
Cc1cc(C(=O)CSc2nnc(-c3ccc(Cl)cc3)n2C)c(C)n1CC1CCCO1 (centres undefined) | 1.6 | 7.6 | 3.8
Cc1ccc(/C=N\NC(=O)Cn2nnc3ccccc32)o1 | -5.5 | -7.4 | -0.9
CCc1cc(=O)oc2c(CN3CCN(C)CC3)c(O)c(Cl)cc12 | 4.2 | -14.5 | -5.0
O=S(=O)(O/N=C1\CCCc2ccccc21)c1ccc(Cl)cc1 | -2.3 | -9.5 | -7.6
CCC(=O)Oc1ccc(C2N(C(=O)CC)CCN2S(=O)(=O)c2ccc(C)cc2)cc1OC (centres undefined) | 8.8 | -6.6 | -4.7
CCOC(=O)c1ccoc1CSCC(=O)N1CCN(S(=O)(=O)c2ccc(C)cc2)CC1 | 8.7 | -1.2 | -3.2
O=C(NCCc1ccccc1Cl)C1CCN(S(=O)(=O)c2cccs2)CC1 | 0.2 | 1.6 | 10.7
O=C(O)C1C(c2ccccc2)C(C(=O)Oc2ccccc2)C1c1ccccc1 (centres undefined) | 2.4 | 3.8 | -2.1
O=C(Nc1ccccc1)/C(=C\c1ccncc1)NC(=O)c1ccccc1 | -1.5 | 5.8 | 26.3
COc1ccc(S(=O)(=O)n2nc(OC(=O)c3c(-c4ccccc4Cl)noc3C)cc2N)cc1 | 3.2 | -4.9 | -9.5
O=C(/C=C/c1ccc(Br)cc1)NC(=S)NNC(=O)c1ccco1 | -5.1 | -12.8 | 0.2
CCOC(=O)c1c(C)[nH]c(C(=O)OCC(=O)Nc2cc(C)c(Cl)cc2OC)c1C | -5.2 | -19.2 | -2.0
CN=c1oc2ccc(Cl)cc2cc1C(N)=O | -3.9 | -7.9 | -0.7
Cc1cc(C)n(CC(O)CN2c3ccccc3Sc3ccccc32)n1 (centres undefined) | -2.7 | 5.1 | 0.6
Cc1cc(C(=O)CSc2nnnn2-c2ccccc2)c(C)n1CCc1ccccc1 | -9.7 | -3.2 | -2.8
CCCn1c(SCC(=O)NCc2ccco2)nc2c1c(=O)n(C)c(=O)n2C | -9.1 | -6.1 | -6.9
CCOC(=O)CC(=O)CSc1ccc2nnc(-c3ccc(F)cc3)n2n1 | 12.1 | 2.2 | -5.5
COc1ccc(C(C)=O)cc1CSc1nnc(-c2ccc(Cl)cc2)n1-c1ccccc1 | 0.1 | -9.6 | 16.8
Cc1nnc(SCc2nc(N)nc(Nc3ccccc3)n2)s1 | -17.3 | 5.5 | 20.5
Cc1cc(C)n(CC(=O)c2ccc(Br)cc2)c(=O)c1C#N | -5.6 | -6.5 | -3.1
Additional entries follow:
SMILES | FN deposition inh | RAD54 branch | esBAF inh
COc1ccccc1N1CCN(C(=O)CCn2c(=O)[nH]c3ccsc3c2=O)CC1 | -4.3 | 1.4 | -3.5
CC1CCN(C(=O)CSc2nnc(-c3ccncc3)n2C)CC1 | -1.3 | 0.9 | 2.8
CC(=O)Nc1ccc(S(=O)(=O)NCc2csc(C)n2)cc1 | -2.5 | -7.2 | -2.0
COC(=O)C1=C(C)Nc2nnnn2C1c1cccs1 (centres undefined) | -2.5 | -6.2 | -6.4
CN=C1c2cc3cc(OC)ccc3n2CCN1Cc1ccccc1 | -0.9 | 8.0 | -30.8
Cc1cccc(OCCCCCn2ccnc2)c1C | -4.3 | -2.8 | -2.1
Cc1ccc2oc(-c3cccc(NC(=O)Cc4cccs4)c3)nc2c1 | -4.2 | -4.2 | 7.3
Clc1ccc(-c2nc3nc4ccccc4nc3n2Cc2ccco2)cc1 | 9.1 | 1.4 | -5.0
O=C1c2ccccc2CC1Sc1nnc(-c2ccncc2)o1 (centres undefined) | 5.7 | 4.4 | 9.5
CN(Cc1nc2ccccc2c(=O)[nH]1)C(=O)c1ccc(S(=O)(=O)N(C)C)cc1 | 2.1 | -3.8 | 7.2
COCCOC(=O)C1=C(C)NC(=O)CC1c1cc2c(cc1Br)OCO2 (centres undefined) | -2.6 | -3.8 | 2.0
CC1(C)Oc2ccc3ccc(=O)oc3c2/C(=C/Nc2ccccc2)C1=O | 1.4 | 13.1 | -13.9
COC(=O)CCn1nnc(-c2ccc(C)cc2)n1 | 1.0 | -16.4 | -10.4
O=C(CCC(=O)OCC(=O)c1ccccc1)Nc1cccc2cccnc12 | -9.4 | 1.3 | 0.5
CC1CCN(S(=O)(=O)c2ccc3c(c2)c(=O)c(C(=O)N2CCCCC2)cn3C)CC1 | 2.5 | -0.9 | 5.3
CCOc1cc(/C=N/NC(=O)c2cccc([N+](=O)[O-])c2)ccc1OS(=O)(=O)c1ccccc1 | -20.3 | -14.5 | 4.0
O=C(CCn1c(=O)oc2ccccc21)N1CCOCC1 | -13.3 | -7.8 | -9.1
O=C(COc1ncnc2ccccc12)N1CCN(S(=O)(=O)c2ccc(Cl)cc2)CC1 | -0.7 | -7.8 | 4.2
CCCC(=O)Nc1ccc(NC(=O)c2ccccc2OC)cn1 | -10.1 | -1.7 | 2.5
CCOC(=O)CN1C(=O)C(C)(C)Oc2ccc(C(=O)Nc3ccccc3)cc21 | -0.2 | -0.7 | 18.0
O=C(CSc1nc2cccnc2n1Cc1ccccc1)NCc1ccco1 | 1.6 | -2.2 | -7.0
CSc1ccc(S(=O)(=O)NCc2ccc(Cl)cc2Cl)cc1 | 0.6 | 6.7 | -5.5
Cc1cc(C)c(C#N)c(SCS(=O)Cc2ccccc2)n1 (centres undefined) | 4.7 | -0.4 | -3.2
CCn1cc(C2=NCC(C)O2)c2ccccc21 (centres undefined) | -1.4 | -11.9 | 0.8
CCOC(=O)c1nc2nc(C)cc(=O)n2[nH]1 | -8.1 | -10.8 | -4.1
Other records
SMILES | FN deposition inh | RAD54 branch | esBAF inh
CCCOC(=O)C1=C(C)NC2=C(C(=O)C(C(=O)OC)C(C)C2)C1c1ccc(N(CC)CC)cc1 (centres undefined) | 7.0 | 3.7 | 6.8
CCCn1c(SCC(=O)Nc2sc(C)c(C)c2C(=O)OCC)nc2c1c(=O)n(C)c(=O)n2C | 10.6 | -10.8 | 12.5
Cc1c(C(=O)NCc2ccc(F)cc2)c(-c2ccccc2)nn1-c1ccccc1 | -3.4 | 6.9 | -5.9
CC(C)CCNC(=O)CSc1nc2ccsc2c(=O)n1NC(=O)c1ccccc1 | 2.6 | 7.8 | 0.4
O=C(NC1CCCC1)C(c1ccccc1)N(Cc1ccc2c(c1)OCO2)C(=O)Cc1cccs1 (centres undefined) | 9.0 | -7.4 | -9.7
CCCCN1C(=O)N(C)C2NC(=O)NC21 (centres undefined) | -1.5 | -7.6 | 5.9
CSc1nncn1/N=C/c1ccc2c(c1)OCO2 | -32.1 | -2.4 | 3.4
CCOC(=O)N1CCN(C(=O)c2cn(CCOC)c(=O)c3c2c2ccccc2n3C)CC1 | -1.6 | -0.4 | -6.0
CCOC(=O)C1CCN(C(=O)C2c3ccccc3C(=O)N(C)C2c2ccc(OC)cc2)CC1 (centres undefined) | -1.3 | 11.9 | 1.5
Cc1ccc(CNC(=O)CSCC(=O)O)cc1 | 4.6 | -2.6 | 3.7
CC(SCc1ccccc1)C(=O)N/N=C/c1cc2c(cc1Br)OCO2 (centres undefined) | 1.8 | 0.1 | -0.1
CCN(CC)c1ccc(NC(=O)c2cccc(OC)c2)c(C)c1 | -1.5 | -3.3 | 10.1
CCOC(=O)C1CCCN(C(=O)c2cc(=O)c3ccccc3o2)C1 (centres undefined) | 14.2 | 0.9 | -0.2
CCOc1cc(/C=N/N=C(\N)c2nonc2N)cc(Br)c1OCc1cccc2ccccc12 | -8.9 | -5.2 | 12.4
Cc1c2cccn2cc[n+]1C | -6.6 | 1.3 | 5.9
CCOc1ncccc1C(=O)OCc1cc(=O)oc2c(C)c(C)ccc12 | 3.5 | 1.9 | -9.2
Cc1ccc(C(=O)NCCSc2ccccc2)cc1S(=O)(=O)Nc1ccccc1 | -8.4 | 5.4 | -3.8
COc1ccc(-n2c(C(C)n3nc(C)c([N+](=O)[O-])c3C)n[nH]c2=S)cc1 (centres undefined) | -30.6 | -5.8 | -1.2
CCCC1(C(=O)OCC)NC(c2ccc(N(C)C)cc2)C2C(=O)N(c3ccc(F)cc3)C(=O)C21 (centres undefined) | -2.3 | -1.4 | -3.9
CC(C)OC(=O)C(NC(=O)c1ccccc1)=C1CCCCC1 | -0.5 | 7.0 | -8.2
O=C(CN1C(=O)C2C3C=CC(C3)C2C1=O)NC1CCCc2ccccc21 (centres undefined) | 0.0 | 6.2 | 0.8
COC(=O)c1c(-c2ccc(Br)cc2)noc1N | 2.9 | 9.0 | 56.1*
COCCCNC(=S)NNC(=O)c1cccnc1 | 6.0 | -7.3 | -4.6
CCC(C)OC(=O)C(C)Oc1ccc(-c2ccccc2)cc1 (centres undefined) | 3.9 | 13.5 | -1.3
CC(C)(C)c1ccc(OCC(=O)NCCN2CCCC2)cc1 | 3.0 | 6.4 | -3.5

Part of the list above in order of formula weight, smallest number first.
SMILES | FN deposition inh | RAD54 branch | esBAF inh
COC(=O)CCn1nnc(-c2ccc(C)cc2)n1 | 1.0 | -16.4 | -10.4
COC(=O)C1=C(C)Nc2nnnn2C1c1cccs1 (centres undefined) | -2.5 | -6.2 | -6.4
Cc1ccc(/C=N\NC(=O)Cn2nnc3ccccc32)o1 | -5.5 | -7.4 | -0.9
Cc1cc(C(=O)CSc2nnnn2-c2ccccc2)c(C)n1CCc1ccccc1 | -9.7 | -3.2 | -2.8
Cc1ccc(Nc2nnc(SCC(=O)Nc3ccc(S(=O)(=O)N4CCOCC4)cc3)s2)cc1 | -3.5 | 2.6 | 22.0
CCOc1cc(/C=N/N=C(\N)c2nonc2N)cc(Br)c1OCc1cccc2ccccc12 | -8.9 | -5.2 | 12.4

More records:
SMILES | FN deposition inh | RAD54 branch | esBAF inh
N#CC1=C(N)N(c2ccccc2C#N)C2=C(C(=O)CCC2)C1c1ccsc1 (centres undefined) | -3.1 | -9.9 | -3.8
O=C(O)c1ccc(NCc2ccncc2)cc1 | -1.0 | 6.9 | -7.0
O=C(Cn1cnc2c(nnn2-c2ccc(F)cc2)c1=O)N1CCCC1 | -8.8 | -16.3 | -0.5
O=C(CN(Cc1ccccc1)S(=O)(=O)c1ccc(Br)cc1)NCc1ccco1 | -3.3 | -3.8 | -2.1
O=C(OCCCN=C1NS(=O)(=O)c2ccccc21)C1CC(=O)N(c2ccc(Cl)cc2)C1 (centres undefined) | 21.2 | 3.1 | -1.4
CCOC(=O)CSc1nnc(-c2nnc(SCC(=O)OCC)n2CC)n1CC | 10.0 | 3.0 | -2.4
C=CCn1c(-c2ccc(Cl)cc2)c[nH]c1=S | -8.8 | 10.5 | 21.7
COCCCn1c(-c2ccc(Cl)cc2)n[nH]c1=S | 1.8 | 4.6 | 2.8
C=C(C)CSc1nnc(-c2cccc(S(=O)(=O)N(C)C)c2)n1-c1cc(OC)ccc1OC | 3.7 | 9.7 | -5.2
CC(Oc1ccc(Cl)cc1Cl)C(=O)Nc1ccc2oc(-c3ccncc3)nc2c1 (centres undefined) | 8.2 | -3.5 | 14.1
O=C(Nc1nnc(C(F)(F)F)s1)c1cccnc1 | 3.2 | -14.6 | 9.5
N#Cc1ccc(-c2ccc3c(c2)OCO3)nc1SCC(=O)OCc1ccccc1 | -1.9 | -2.9 | -7.1
O=C(N/N=C/c1cccc(C(F)(F)F)c1)C1CCN(c2ncc(C(F)(F)F)cc2Cl)CC1 | 12.7 | -11.3 | -7.5

3 entries from above in another layout.
canonical_smiles,FN deposition inh,RAD54 branch,esBAF inh
O=C(Nc1nnc(C(F)(F)F)s1)c1cccnc1,3.2,-14.6,9.5
N#Cc1ccc(-c2ccc3c(c2)OCO3)nc1SCC(=O)OCc1ccccc1,-1.9,-2.9,-7.1
O=C(N/N=C/c1cccc(C(F)(F)F)c1)C1CCN(c2ncc(C(F)(F)F)cc2Cl)CC1,12.7,-11.3,-7.5
